High-throughput results as filed in PubChem BioAssay.
FLuc modulator = counter-screen for miR-21 project: firefly luciferase inhibitors or activators. Potency, µM (doses to about 57.5 µM), for the others: top-dose activity change, negative = inhibition, hits mostly inhibitors. P08659. AID 588342. hit rate 6.9% among 360,000. purified FLuc, Km substrates, luminescence inhibition;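 further: plate controls were vehicle for no effect and reference inhibitor for full effect; nearly all actives have a fitted effect of over 55% in size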
Target sequence (P08659 whole entry, looked up): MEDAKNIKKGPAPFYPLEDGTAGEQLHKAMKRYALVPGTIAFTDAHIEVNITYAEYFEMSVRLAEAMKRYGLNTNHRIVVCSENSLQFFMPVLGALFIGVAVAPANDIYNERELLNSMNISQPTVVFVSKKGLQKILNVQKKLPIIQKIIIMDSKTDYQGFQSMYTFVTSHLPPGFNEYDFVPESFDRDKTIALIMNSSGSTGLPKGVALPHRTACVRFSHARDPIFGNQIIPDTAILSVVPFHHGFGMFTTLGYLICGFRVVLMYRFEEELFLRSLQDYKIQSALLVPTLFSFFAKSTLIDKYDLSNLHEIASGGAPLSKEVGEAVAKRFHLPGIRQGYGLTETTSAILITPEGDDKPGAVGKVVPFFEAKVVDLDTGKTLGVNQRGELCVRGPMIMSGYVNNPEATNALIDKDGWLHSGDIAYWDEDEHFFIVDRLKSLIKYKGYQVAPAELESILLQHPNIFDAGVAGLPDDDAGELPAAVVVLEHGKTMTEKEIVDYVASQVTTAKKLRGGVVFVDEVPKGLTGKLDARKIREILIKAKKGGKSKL
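Biochemical qHTS of compounds, final roughly 60 µM downward over six points, against 10 nM purified firefly luciferase using Km concentrations of substrates (10 uM D-luciferin, 10 uM ATP) in Tris acetate pH 7.5 buffer; luminescence output.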
BRCA1 expr up = increases BRCA1 expression; MCF7-BRCA1-FFLuc reporter, luminescence, 48 h; response scale: scaled: vehicle 0%, 10 µM genistein 100%; Potency, µM (series often up to 46.1 µM), inactives show at the highest dose activation, usual class: activators; hit rate 1.1% among 380,000; AID 624202; further: nearly all actives have a fitted effect of over 80% in size; some results filed as inactive show a strong effect at the top dose
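Activators of BRCA1 expression were detected as increased firefly luciferase luminescence in engineered MCF7 cells after 48 h compound incubation. Signals were scaled to genistein 10 microM as full activation.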
* hit, by the source's call; ? = inconclusive; & = joins results of further samples. The call rests on the fitted dose curve; in most records, active means well fitted curve in the direction sought with a large enough effect; inconclusive means small, poorly fitted or top-dose-only effect, or another doubt; inactive means no such curve, though single readings can be large; an effect the other way counts as inactive or inconclusive. Potency means the concentration at half of the fitted maximal effect.

Start of the data: the first 20 entries (preview)
SMILES | FLuc modulator | BRCA1 expr up
O=[N+]([O-])c1cc(-c2nc(-c3ccccc3)no2)ccc1NCCc1ccccc1 | 3.8% | 5.3%
CCN(Cc1ccccc1)C(=O)c1cc2c(=O)[nH]c3ccc(C)cc3c2s1 | -9.5% | -0.1%
COc1ccc(CCNC(=O)c2ccc(Cn3c(=O)c4ccccc4n(Cc4cccc(F)c4)c3=O)cc2)cc1OC | 4.0% | -5.6%
CCCCOC(=O)c1c(N)n(-c2ccc(OC)cc2OC)c2nc3ccccc3nc12 | -3.6% | 13.1%
Cc1ccc(-c2nnn3c2nc(NCCc2ccccc2)c2ccccc23)cc1 | -1.7% | 0.0%
Nc1c(C(=O)Nc2ccc(Br)cc2)sc2nc(-c3ccncc3)ccc12 | 1.6% | 0.0%
CCC1=Nc2cc(C(=O)NCCN(CC)CC)ccc2Sc2ccccc21 | -1.1% | -23.5%
O=C(CSc1nc2ccsc2c(=O)n1Cc1ccc(F)cc1)NCc1ccc(Cl)cc1 | 1.8% | 4.4%
COc1ccc(-c2nc(C)c(CCNC(=O)c3ccco3)s2)cc1 | 26.9µM* | ?
Cc1ccc2c(c1)c1c(c(=O)n(-c3ccccc3)c(=O)n1CC(=O)NCCC1=CCCCC1)n2C | 0.8% | 4.9%
Cc1nc(-c2ccc(S(=O)(=O)Nc3ccc(Cl)c(C(F)(F)F)c3)cc2)co1 | ? | 4.8%
COc1ccc(NC(=O)CNC(=O)Cn2ccc3ccccc3c2=O)cc1OC | -1.7% | 0.0%
CCOC(=O)NC1(C(F)(F)F)NC(=O)N(c2ccc(C)c(C)c2)C1=O (stereo not drawn) | 0.0% | 26.7%
CC(=O)c1c(C)nc2nc(-c3ccccc3)nn2c1C | ? | 1.7%
O=C(NCc1cccc(Br)c1)c1cnn(-c2ccc(F)cc2)c1-n1cccc1 | -19.2% | -22.9%
COc1ccc(NC(=O)c2ccc3nc(C(C)C)oc3c2)cc1OC | -17.7% | 43.9%
CCOC(=O)N1CCC(NC(=O)c2ccc3c(c2)N(Cc2ccc(F)cc2)C(=O)c2ccccc2S3=O)CC1 (stereo not drawn) | -6.3% | -48.5%
COC(=O)c1ccccc1NC(=O)c1cc2nc(-c3ccccc3)cc(-c3ccccc3)n2n1 | 2.3% | 4.9%
CCc1ccc(NC(=O)Cn2c(=O)n(CCC(=O)NCc3ccc4c(c3)OCO4)c(=O)c3ccccc32)cc1 | 0.0% | 8.4%
CCOC(=O)COc1ccc(CC)cc1C(=O)c1ccn2nc(-c3ccccc3)cc2n1 | 3.9% | -40.9%

All compounds of this part, repeating the preview:
SMILES | FLuc modulator | BRCA1 expr up
O=[N+]([O-])c1cc(-c2nc(-c3ccccc3)no2)ccc1NCCc1ccccc1 | 3.8% | 5.3%
CCN(Cc1ccccc1)C(=O)c1cc2c(=O)[nH]c3ccc(C)cc3c2s1 | -9.5% | -0.1%
COc1ccc(CCNC(=O)c2ccc(Cn3c(=O)c4ccccc4n(Cc4cccc(F)c4)c3=O)cc2)cc1OC | 4.0% | -5.6%
CCCCOC(=O)c1c(N)n(-c2ccc(OC)cc2OC)c2nc3ccccc3nc12 | -3.6% | 13.1%
Cc1ccc(-c2nnn3c2nc(NCCc2ccccc2)c2ccccc23)cc1 | -1.7% | 0.0%
Nc1c(C(=O)Nc2ccc(Br)cc2)sc2nc(-c3ccncc3)ccc12 | 1.6% | 0.0%
CCC1=Nc2cc(C(=O)NCCN(CC)CC)ccc2Sc2ccccc21 | -1.1% | -23.5%
O=C(CSc1nc2ccsc2c(=O)n1Cc1ccc(F)cc1)NCc1ccc(Cl)cc1 | 1.8% | 4.4%
COc1ccc(-c2nc(C)c(CCNC(=O)c3ccco3)s2)cc1 | 26.9µM* | ?
Cc1ccc2c(c1)c1c(c(=O)n(-c3ccccc3)c(=O)n1CC(=O)NCCC1=CCCCC1)n2C | 0.8% | 4.9%
Cc1nc(-c2ccc(S(=O)(=O)Nc3ccc(Cl)c(C(F)(F)F)c3)cc2)co1 | ? | 4.8%
COc1ccc(NC(=O)CNC(=O)Cn2ccc3ccccc3c2=O)cc1OC | -1.7% | 0.0%
CCOC(=O)NC1(C(F)(F)F)NC(=O)N(c2ccc(C)c(C)c2)C1=O (stereo not drawn) | 0.0% | 26.7%
CC(=O)c1c(C)nc2nc(-c3ccccc3)nn2c1C | ? | 1.7%
O=C(NCc1cccc(Br)c1)c1cnn(-c2ccc(F)cc2)c1-n1cccc1 | -19.2% | -22.9%
COc1ccc(NC(=O)c2ccc3nc(C(C)C)oc3c2)cc1OC | -17.7% | 43.9%
CCOC(=O)N1CCC(NC(=O)c2ccc3c(c2)N(Cc2ccc(F)cc2)C(=O)c2ccccc2S3=O)CC1 (stereo not drawn) | -6.3% | -48.5%
COC(=O)c1ccccc1NC(=O)c1cc2nc(-c3ccccc3)cc(-c3ccccc3)n2n1 | 2.3% | 4.9%
CCc1ccc(NC(=O)Cn2c(=O)n(CCC(=O)NCc3ccc4c(c3)OCO4)c(=O)c3ccccc32)cc1 | 0.0% | 8.4%
CCOC(=O)COc1ccc(CC)cc1C(=O)c1ccn2nc(-c3ccccc3)cc2n1 | 3.9% | -40.9%
COc1cccc(CC(=O)Nc2ccc3nc(Nc4cccc(C(F)(F)F)c4)cc(C)c3c2)c1 | -0.3% | -66.2%
Cc1cccc(C)c1NC(=O)c1cc2sccc2n1Cc1ccc(F)cc1 | -1.4% | 0.0%
COc1cc2[nH]c(=O)n(CCCC(=O)NCc3ccccc3)c(=O)c2cc1OC | -5.3% | 2.1%
CCN(CC)CCCNC(=O)c1ccc(Cn2c(=O)[nH]c3cc(OC)c(OC)cc3c2=O)cc1 | -0.6% | 6.7%

3 entries already listed, sorted by the number in BRCA1 expr up, high to low.
compound	BRCA1 expr up
COC(=O)c1ccccc1NC(=O)c1cc2nc(-c3ccccc3)cc(-c3ccccc3)n2n1	4.9%
Cc1cccc(C)c1NC(=O)c1cc2sccc2n1Cc1ccc(F)cc1	0.0%
CCOC(=O)COc1ccc(CC)cc1C(=O)c1ccn2nc(-c3ccccc3)cc2n1	-40.9%

(list continues)
SMILES | FLuc modulator | BRCA1 expr up
CCOC(=O)CNC(=O)c1cc2c(=O)n(CC)c3ccccc3c2s1 | 3.7% | 1.8%
CSc1cccc(NC(=O)Cn2c(=O)n(Cc3ccccc3)c(=O)c3sc4ccccc4c32)c1 | -1.0% | 4.0%
O=C(c1cnc2c(c1)COc1ccccc1-2)c1ccccc1O | ? | ?
O=C(Nc1c(C(=O)N2CCN(c3ccc(F)cc3)CC2)oc2ccccc12)c1c(F)cccc1F | -3.4% | 4.4%
CCOC(=O)c1cccc(NS(=O)(=O)c2cn(C)c(C)n2)c1 | -2.6% | -4.8%
CCOc1ccc(-c2cc(CCCC(=O)NCCc3ccc(Cl)cc3)no2)cc1 | ? | 0.0%
Cn1c(=O)nc2n(-c3ccc(Cl)c(Cl)c3)c3cc(Cl)ccc3cc-2c1=O | -1.5% | 0.0%
Cc1ccc(OCC(=O)Nc2ccc3[nH]c(=O)sc3c2)cc1 | 0.5% | ?
Cc1ccc(N2C(=O)CS(=O)(=O)C23C(=O)Nc2ccccc23)cc1C (stereo not drawn) | -0.4% | -3.4%
Cc1cccc(NC(=O)CCn2cnnn2)c1C | 5.9% | 10.4%
COc1ccc(-n2c(=O)c3c(c4cc(OC)ccc4n3C)n(CCC(C)C)c2=O)cc1 | 1.3% | -3.4%
Cc1nc(-c2ccc(S(=O)(=O)Nc3cc(Cl)ccc3C)cc2)co1 | ? | -26.2%
CCS(=O)(=O)N1CCc2cc(C(=O)Nc3ccc(OC)c(Cl)c3)ccc21 | -14.6% | -25.0%
Cc1cccc(-c2noc(-c3ccc(NC4CCCC4)c([N+](=O)[O-])c3)n2)c1 | -19.6% | ?
CSc1ccc(CCNC(=O)CCc2c(C)nc3c(c(C)nn3-c3ccc(C)c(C)c3)c2C)cc1 | 2.6% | -4.3%
CN(C)S(=O)(=O)c1ccc2c(c1)N(CC(=O)N1CCCCC1)CCS2 | -5.3% | -2.4%
Cc1sc2ncn(CC(=O)N3CCN(c4ccc(Cl)cc4)CC3)c(=O)c2c1S(=O)(=O)N1CCN(c2ncccn2)CC1 | -2.3% | -14.5%
O=C(Nc1cccc(Br)c1)c1cc(-c2ccc3c(c2)OCCO3)on1 | 0.675µM* | 0.0%
COc1cccc(CNC(=O)c2cc3c(=O)oc4ccc(C)cc4c3s2)c1 | 0.5% | 4.3%
CCOc1ccccc1N(CC)C(=O)Cn1ncc2c1-c1ccccc1OC2 | -4.9% | -19.3%
CC(C)c1ccc2oc(-c3ccc(Cl)c(NC(=O)c4cccs4)c3)nc2c1 | 2.13µM* | -47.6%
CCOc1ccc(-c2nnc(SCC(=O)Nc3ccc(C)cc3Cl)o2)cc1 | ? | -13.1%
CCn1cc(C(=O)NCCc2ccc(Cl)cc2)c(=O)c2cc(S(=O)(=O)N3CCCCCC3)ccc21 | 4.6% | 13.5%
COc1ccc(CNC(=O)c2cnn(-c3ccc(F)cc3)c2-n2cccc2)cc1 | -17.2% | 0.0%
CCCN(CCC)S(=O)(=O)c1ccc(C(=O)Nc2sc3c(c2C(=O)OC)CCN(CC)C3)cc1 | -4.8% | -3.0%
COc1ccccc1-c1noc(-c2ccc(NCC3CCCO3)c([N+](=O)[O-])c2)n1 (stereo not drawn) | ? | 24.3%
Cc1ccc(NC(=O)COc2ccc(-c3nn(C)c(=O)c4ccccc34)cc2)cc1 | -11.7% | -6.2%
O=C(CC(c1cccs1)N1Cc2ccccc2C1=O)Nc1ccc(F)c(Cl)c1 (stereo not drawn) | -6.2% | 14.1%
COc1ccc(Cl)cc1NC(=O)COc1cccc2c(=O)n(C)ccc12 | 2.8% | 2.1%
Cc1cc(C)c2c(n1)SCC(=O)N2CC(=O)Nc1cccc(C)c1C | 8.2% | -3.3%
COc1cccc(Cn2c(SCC(=O)N(C)c3ccccc3)nc3ccccc32)c1 | -13.9% | -33.5%
Cc1cc(C)c(NC(=O)Cn2c(=O)n(Cc3ccc4c(c3)OCO4)c(=O)c3ccc(C(=O)NC4CCCCC4)cc32)c(C)c1 | -0.9% | 19.5%
COc1ccc(CCNC(=O)CCCCn2c(=O)c3ccccc3n(CC(=O)Nc3ccc(C)cc3C)c2=O)cc1OC | 0.4% | 3.4%
CCOC(=O)c1c(C)c(-c2ccccc2)n(CC(=O)NC(CC)Cc2ccccc2)c1C (stereo not drawn) | 6.1% | 13.0%
O=C(c1ccccc1)n1nc(-c2ccc(Cl)cc2)nc1NCc1ccco1 | 1.6% | 71.1%
O=C(Cn1c(=O)n(Cc2ccc(Cl)cc2)c(=O)c2cccnc21)Nc1ccccc1C(F)(F)F | -4.6% | -7.6%
COc1cc(NC(=O)Cn2c(=O)ccc3cc(S(=O)(=O)N4CCCC4)ccc32)cc(OC)c1 | -2.4% | -28.7%
Cc1ccc(N2CCN(S(=O)(=O)c3cc(Br)cc4c3N(C(=O)C3CC3)CC4)CC2C)cc1 (stereo not drawn) | 0.1% | 8.9%
COc1ccc(C)cc1NC(=O)COc1cc(=O)n(C)c2ccccc12 | -0.7% | -8.6%
Cc1ccc(C)c(Cn2c(=O)n(-c3ccccc3)c(=O)c3c4c(sc32)CCCC4)c1 | -3.1% | 7.6%
CCn1cc(C(=O)NCCc2ccc(OC)c(OC)c2)c(=O)c2cc(S(=O)(=O)N3CCC(C)CC3)ccc21 | 3.5% | -30.5%
O=C(CN1C(=O)COc2ccc(S(=O)(=O)N3CCCC3)cc21)N1CCN(c2ccc(F)cc2)CC1 | -2.3% | 7.0%
Cc1ccc(C)c(Cn2nc(C)n3c(cc4cc(C)ccc43)c2=O)c1 | -5.2% | 24.3%
COc1cc(NC(=O)C2CCN(c3nc4ccccc4nc3C(F)(F)F)CC2)cc(OC)c1 | 1.9% | -12.7%
Cc1ccc(-c2noc(-c3ccc(N4CCN(C)CC4)c([N+](=O)[O-])c3)n2)cc1 | ? | 0.0%
Cn1c(=O)c2c(-c3ccc(Br)cc3)n(Cc3ccc(F)cc3)cc2n(C)c1=O | -9.1% | -28.1%
Cn1ccc2cc(S(=O)(=O)N3CCN(C(=O)Nc4ccc(F)cc4F)CC3)ccc21 | -5.0% | 0.1%
COc1ccccc1C(=O)Nc1ccccc1OCc1cc(=O)n2cc(C)sc2n1 | 1.2% | 11.8%
CN(C)S(=O)(=O)c1ccc2c(c1)N(CC(=O)N1CCN(c3ccccc3F)CC1)CCS2 | -7.2% | 0.0%
CCn1c(=O)c2cc(C(=O)NC3CCC(C)CC3)sc2c2ccccc21 (stereo not drawn) | -1.3% | -9.0%
COc1ccc2cc3cc(C(=O)N4CCN(c5cccc(C(F)(F)F)c5)CC4)sc3nc2c1 | -5.1% | 10.7%
Cc1ccc(NS(=O)(=O)c2ccc(-n3cccn3)cc2)c(Br)c1 | ? | -17.2%&-5.0%
CC(=O)c1cccc(NC(=O)[C@H](Cc2ccccc2)N2Cc3ccccc3C2=O)c1 | -9.3% | -0.6%
CCCCCCn1c(/C=C/c2ccccc2)nc2ccccc21 | 3.01µM* | 98.5%
CC(C)Cn1cc(NC(=O)NCc2cccc(Cl)c2)c2ccccc2c1=O | 2.8% | -6.0%
Cc1c(-c2ccc(Cl)cc2)c(=O)oc2c(CN3CCCC3)c(O)ccc12 | -8.7% | -0.4%

An excerpt; the hit share may differ from the screen's.
